# Myeloid diff MLP = myeloid differentiation induction | calls only at 10 µM | 360,000 tested, 1% active | ER-HoxA9 myeloid progenitors, lysozyme-GFP differentiation, flow cytometry;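 active means normalized GFP-positive differentiation at or above the plate's own cutoff, the solvent-only control mean plus 3 SD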;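 further: cells exposed to compound for four days before flow analysis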
# T cell modulator = T cell immune modulation candidate; 2C CD8+ T cell-vesicle binding, flow cytometry; active compounds read low; calls only at 7 µM; 330,000 tested, 0.068% active;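 active means response, share of CD8 T cells binding vesicles, and their 90th percentile fluorescence all below set limits, cut at about 80% in these data, passing the limit was not always enough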
#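 Incubation: binding step 1.5 h, 37 °C, antibody labelling 20 min, ice; system: murine 2C transgenic CD8+ T lymphocytes; technique: cytometric PE anti-B7-1 and Alexa647 anti-CD8 signals after 1% paraformaldehyde fixation; also added: QL9-charged Drosophila Ld/ICAM-1/B7-1 vesicles; control set: naked versus QL9-loaded vesicles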
# Hep lipid drop = hepatic lipid droplet formation modulation | AML12 mouse hepatocytes, oleate lipid droplets, BODIPY imaging | inhibition, % at 6.5 µM | 240,000 tested, 0.4% active | AID 1656;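 active means lipid droplet intensity inhibited by at least 50%, with more than 500 cells counted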
#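 Test system: AML12 mouse liver cells; schedule: overnight exposure; technique: high-content imaging of BODIPY-stained droplets and DAPI nuclei; read-out: % inhibition of corrected integrated BODIPY droplet signal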
# b-catenin transl = beta-catenin nuclear translocation modulation; HeLa beta-catenin nuclear translocation, immunofluorescence imaging; nuclear translocation activity, % at 5 µM; 190,000 tested, 0.3% active;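 active means nuclear translocation activity above 50% at 5 µM, with a well cell count of 50 or more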;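 further: per-cell ratio of nuclear to cytoplasmic median beta-catenin stain intensity; plate controls were DMSO negative control for no effect and GSK-3 inhibitor IX positive control for full effect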
#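 assay system = human HeLa cells, endogenous beta-catenin | times = compound treatment 24 h, 37°C, 5% CO2 | detection = Anti-beta-catenin immunofluorescence on PFA-fixed, Triton-permeabilized cells, DAPI nuclei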
# MT stabilize HCS = microtubule stabilization, imaging screen; HeLa tubulin immunostaining HCS, 24 h; share of cells brighter than vehicle mean+2SD; % tubulin-high responders, % at 10 µM; 200,000 tested, 0.83% active;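 active means plate Z-score above 3 for both tubulin-high and condensed-nucleus cell shares, with cell loss under 80%, at 10 µM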;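 further: anti alpha tubulin signal scored within the nucleus-defined area of each cell; some results filed as inactive read as strong as hits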
# Ins promoter up = MIN6 insulin promoter up-regulation. MIN6 insulin promoter-GFP reporter, high-content imaging; active compounds read high. z-score at 5 µM. 190,000 tested, 0.3% active. AID 1625;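 active means z-score above 3 at 5 µM with at least 500 cells counted in the well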
# TNAP activation fold = human TNAP enzyme activators, primary screen, biochemical, luminescent, no phosphate acceptor, uHTS (AID 1001); one-dose activation fold at 20 µM; EC50 in µM for titrated hits; 200,000 tested, 0.03% active; purified TNAP, luminescent activation assay, no phosphate acceptor; higher activation fold means a stronger effect; in the data active means activation fold from about 3, or a potency from the dose series; inactive means the rest, 99 in 100 with activation fold below about 1.6; further: many of its hits are not listed in these tables
# Dynein transport = blocks dynein driven cargo transport along microtubules; 3617.4 mouse cells, GR-EGFP nuclear translocation imaging; test concentration mostly 20 µM; stimulated with dexamethasone, 1 µM; active compounds read low; z-score, hits read low; 220,000 tested, 0.47% active; AID 1381;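 active means plate z-score of nuclear minus cytoplasmic receptor signal below a set negative limit, without overly bright fluorescence or cell loss, cut at about -3.5 in these data, passing the limit was not always enough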;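 further: z-score of nuclear minus cytoplasmic ring GR-EGFP intensity difference per well; some compounds called inactive have numbers as strong as hits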
#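 medium = tetracycline-free induction medium containing charcoal-stripped FBS | probe or stimulus = dexamethasone, 1.0 µM final | timing = 48 h induction, then 1 h compound, then 30 min agonist, 37 °C | detection = automated 10x imaging of fixed Hoechst-stained cells | read-out basis = nuclear versus cytoplasmic GR-EGFP signal, averaged per well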
# PMI inhibitors = MPI enzyme activity inhibition – biochemical, fluorescence intensity, coupled assay, primary screen (AID 1209); one-dose inhibition, % at 20 µM; IC50 in µM for titrated hits; 190,000 tested, 0.42% active; purified PMI enzyme, coupled fluorescence intensity; higher % means a stronger effect; in the data active means inhibition above about 50%;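 further: plate controls were DMSO vehicle for no effect and wells lacking substrate for full effect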
# Dynein transport cytoplasmic EGFP = also measured in Dynein transport; calls as there; z-score; measured here: cytoplasmic GR-EGFP intensity; active compounds read high
# Dynein transport nuclear GR-EGFP = second read-out of Dynein transport, no call of its own (marks repeat the call); z-score; measured here: nuclear GR-EGFP intensity;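 lower value marks the stronger effect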
# Dynein transport cell count = further read-out of Dynein transport, marked with its call; z-score; measured here: cell count per field
# Ins promoter up cell count = recorded beside Ins promoter up, whose call it bears; cell count; measured here: cytotoxicity, nuclei count;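 total cells summed across four imaged fields per well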
# Hep lipid drop cells 6.5 µM = second read-out of Hep lipid drop, no call of its own (marks repeat the call); cell count; measured here: cell count, cytotoxicity flag;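 cells counted across two imaged fields per well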
# b-catenin transl cell count 5 µM = recorded beside b-catenin transl, whose call it bears; cell count; measured here: cell count, cytotoxicity flag
# T cell modulator vesicle-bound % = recorded beside T cell modulator, whose call it bears; double positive events, %; measured here: CD8+ vesicle-bound cell fraction;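 binding gate set so that unloaded-vesicle control wells show 10% double positive cells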
# MT stabilize HCS Hoechst-high % = further read-out of MT stabilize HCS, marked with its call; % Hoechst-high responders; measured here: nuclear condensation Hoechst responders;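 share of cells brighter than vehicle mean plus two SD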
# MT stabilize HCS cytotoxicity % = also measured in MT stabilize HCS; calls as there; toxicity, %; measured here: cytotoxicity by cell density;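 0% = mean cell density of plate MIN control wells and 100% = no cells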
# Myeloid diff MLP GFP+ MAC1+ % = further read-out of Myeloid diff MLP, marked with its call; GFP+ MAC1+ double positive, %; measured here: differentiation confirmed by MAC1 staining
# * hit, by the source's call; i = inactive; · = not tested or not shown.
SMILES,Myeloid diff MLP,Myeloid diff MLP GFP+ MAC1+ %,T cell modulator,T cell modulator vesicle-bound %,Hep lipid drop,Hep lipid drop cells 6.5 µM,b-catenin transl,b-catenin transl cell count 5 µM,MT stabilize HCS,MT stabilize HCS Hoechst-high %,MT stabilize HCS cytotoxicity %,Ins promoter up,Ins promoter up cell count,TNAP activation fold,Dynein transport,Dynein transport cytoplasmic EGFP,Dynein transport nuclear GR-EGFP,Dynein transport cell count,PMI inhibitors
CCCCCCCCOc1ccc(C2OC34CCCCC3C(C#N)(C#N)C2(C#N)C(=N)O4)cc1 (stereo not drawn),i,1.3,i,42,·,·,-2.1,936,1.8,1.2,4.3,-0.11,1334,1.1,-1.3,-0.054,-0.81,0.25,25%
Brc1ccc(-c2csc(N/N=C/c3ccc4c(c3)OCO4)n2)cc1,i,0.5,i,27,-25,657,·,·,2.0,1.3,3.2,0.5,1253,1,0.59,-0.24,0.51,-1,-20%
COc1ccccc1OCCCCCCN1CCOCC1,i,0.5,i,22,11,651,-4.2,1110,5.9,1.7,8.6,0.31,1685,1.1,0.49,1.1,0.88,-0.76,-9%
C/C(CC(C)C)=N\Nc1ccc(S(N)(=O)=O)cc1[N+](=O)[O-],i,0.5,i,18,0,736,-1.1,1068,0.9,1.7,6.8,0.38,1272,1,-0.077,-0.2,-0.13,0.0026,-2%
CC(=O)CSc1nnc(-c2ccncc2)n1C,i,0.1,i,54,1,823,-2.1,1186,2.1,1.4,5.3,-0.03,970,1.1,0.43,-0.23,0.34,0.7,11%
CCN(c1ccccc1)S(=O)(=O)c1cc(C(=O)Oc2ccc3c(C)cc(=O)oc3c2)ccc1C,i,0.5,i,0,4,677,-0.8,1175,2.0,2.3,2.2,-0.23,1472,1.1,-1.6,0.023,-0.5,-0.17,4%
Cc1ccc(S(=O)(=O)Nc2cccc(/C=C/C(=O)O)c2)cc1,i,0.8,i,6,·,·,-3.1,1294,2.2,1.3,4.4,-0.37,1580,1.1,-0.42,-0.096,0.5,-0.22,-2%
Cn1nnnc1SCC(=O)Nc1ccccn1,i,0.9,i,54,-1,791,-5.9,1257,2.2,1.2,9.1,-0.3,953,1.1,-0.69,0.0084,-0.13,1.1,3%
Cc1ccc2nsnc2c1NC(=O)c1ccc2c(c1)OCCO2,i,6.4,i,14,-1,736,-0.5,1072,1.6,1.0,4.8,-0.01,930,1,-0.22,-0.21,0.077,0.23,0%
O=C(O)C1CC=CCC1C(=O)Nc1cccc([N+](=O)[O-])c1 (stereo not drawn),i,0.1,i,48,0,653,5.6,889,4.2,3.1,5.7,0.99,1519,1.1,0.085,-0.31,0.65,0.97,-1%
CCOC(=O)c1cc2c(nc1NC(=S)NCc1ccccc1)CCCC2,i,0.6,i,62,1,683,-3.2,1118,4.5,3.0,3.7,0.11,1476,1,-1.3,-0.29,-0.8,0.96,10%
COc1cccc(/C=C2\SC(=S)N(N3CCOCC3)C2=O)c1OC,i,0.4,i,16,11,685,-3.6,1115,4.3,1.7,1.9,-0.47,1514,1.2,-0.85,0.37,-0.51,0.23,4%
COc1ccc(OC)c(CN2CCC(C(=O)N3CCOCC3)CC2)c1,i,0.8,i,36,1,667,-2.9,568,1.6,2.4,4.9,0.5,1355,1.1,-0.25,-0.32,-0.51,1.1,5%
CCC(C)c1ccc(NC(=S)NCc2cccs2)cc1 (stereo not drawn),i,9.1,i,5,·,·,-2.2,1335,2.2,1.7,3.4,-0.53,1355,1.1,-0.76,-0.41,-0.2,0.18,7%
CCOCCCNCc1cc(Cl)ccc1OCC,i,0.4,i,25,·,·,-1.0,1558,2.2,2.0,6.5,-0.91,1512,1.1,0.57,-0.36,0.94,0.02,4%
COc1ccc(NCc2cc3cc(OC)ccc3[nH]c2=O)cc1,i,2.6,i,32,·,·,-3.8,1022,8.1,3.5,14,0.22,1173,1.2,-0.15,-0.28,-0.35,0.065,-3%
CN1CCCN(C(=O)CC2(CC(=O)O)CCCCC2)CC1,i,0.5,i,54,-1,645,-0.9,1337,·,·,·,0.07,988,·,-0.0027,-0.69,-0.32,-0.77,·
CCOC(=O)c1c(=O)n(O)c2ccc(OC)cc2[n+]1[O-],i,0.8,i,4,-2,757,-5.2,1206,1.0,1.0,5.9,-0.05,812,1,1.8,-0.16,1.1,-0.86,19%
CCOc1ccc(-c2cc(C)n3nc(C(N)=O)cc3n2)cc1,i,0.2,i,42,6,746,·,·,0.9,2.3,3.7,-0.17,915,0.9,-1.5,0.047,-0.86,1.2,-15%
Cc1ccc2c(c1)c1c(n2CC(O)CNC(CO)(CO)CO)CCCC1 (stereo not drawn),i,2.1,i,44,·,·,·,·,3.1,3.5,4.5,0.71,810,0.9,-0.59,-0.28,-0.19,0.81,1%
Cc1nn(Cc2cccc(C(N)=O)c2)c(C)c1Br,i,0.4,i,45,41,739,-2.7,1181,·,·,·,-0.83,1419,·,-0.34,-0.19,-0.22,0.084,·
COc1ccc(C(CCN2CCCC(C)C2)c2c(OC)cc(OC)c3c(C)cc(=O)oc23)cc1 (stereo not drawn),i,3.3,i,29,28,732,-0.9,1125,·,·,·,·,·,·,-0.52,-0.77,-0.19,0.026,·
CC(C(=O)Nc1cccc([N+](=O)[O-])c1)[n+]1ccccc1 (stereo not drawn),i,0.1,i,42,-6,634,-0.6,1572,3.7,1.3,6.3,-0.33,1674,1,0.99,-0.0063,0.89,-1,-6%
COc1ccc(NC(=O)C2CC(=O)NC(Nc3cccc(C)c3)=N2)cc1 (stereo not drawn),i,1.1,i,37,1,746,·,·,4.2,2.3,3.3,0.48,1370,1,0.8,-0.16,0.31,-0.25,14%
C(=C\c1ccccc1)/CSc1nc2ncccc2[nH]1,i,0.7,i,25,1,630,0.8,1312,·,·,·,0.21,1084,·,0.2,-0.19,0.061,-0.68,·
FC(F)(F)C1=CC(c2ccc(Br)cc2)=NCCN1,i,0.8,i,29,·,·,-2.0,933,3.8,1.5,0.7,-0.17,1458,1.1,0.43,-0.24,0.12,1.3,-4%
COc1cc(C(=S)N2CCCC2)cc(OC)c1OC,i,2.0,i,47,9,689,0.3,940,2.5,1.2,10,0.37,1529,1.1,0.59,-0.16,0.33,-0.28,10%
N=C(N)SCc1ncccc1O,i,0.2,i,51,-3,734,-2.4,1173,·,·,·,-1,1403,·,-0.43,-0.17,-0.19,0.53,·
COc1ccccc1OCC(=O)Nc1ccc(S(=O)(=O)N2CCN(C)CC2)cc1,i,0.1,i,54,0,703,-0.5,1014,1.0,1.3,3.1,-0.3,1495,1.1,-1.8,-0.31,-0.75,0.66,7%
Cc1ccc2nc(C)c(C(=O)N/N=C/c3cccs3)n2c1,i,0.3,i,58,0,580,2.5,398,3.8,2.9,2.3,0.39,1164,1.1,0.0024,-0.25,0.021,0.94,-10%
COc1ccc(C(=O)N2CCN(c3ccc([N+](=O)[O-])c(-n4nc(C)cc4C)c3)CC2)cc1,i,1.8,i,54,-18,710,-1.8,1229,3.7,1.4,5.3,0.75,1351,1.1,0.44,-0.27,1.1,-0.46,11%
CC(=O)c1cc(C#N)c(SCc2ccncc2)nc1C,i,0.5,i,45,·,·,-0.1,1147,3.9,3.1,7.2,0.1,1206,1,0.21,-0.092,0.57,0.59,-4%
CCCn1c(SCC(=O)N2c3ccccc3CCc3ccccc32)nc2c1c(=O)n(C)c(=O)n2C,i,0.4,i,63,·,·,-4.2,1374,2.7,2.1,9.5,-0.51,1125,1.1,-0.37,-0.32,-0.23,0.33,12%
O=C(/C=C/Nc1ccc(F)c(Cl)c1)c1ccco1,i,0.5,i,21,-2,704,·,·,2.2,1.8,9.8,·,·,1,1.4,-0.26,1.2,0.13,10%
C=CCOc1ccc(Br)cc1CNCCCN1CCOCC1,i,0.4,i,48,-38,637,0.6,1025,2.8,2.1,3.3,-0.57,1369,1.1,-0.53,-0.28,-0.52,1.2,-10%
COc1ccccc1-c1cc(C(=O)Nc2c(F)cc(F)cc2Br)no1,i,3.1,i,52,·,·,-2.6,936,2.9,1.9,6.5,-0.98,1405,1,0.22,-0.22,0.27,0.48,0%
COc1ccc(OCCCC(=O)Nc2nccs2)cc1,i,0.5,i,22,-10,594,7.1,950,·,·,·,0.01,1289,·,0.25,-0.22,0.13,-0.27,·

# Assay outcomes as filed in PubChem BioAssay.

# No enrichment for hits (roughly 3% active in at least one column).
